# From PubChem
# CCT chaperon mod: modulators of cytosolic chaperonin (CCT/TRiC) activity | AID 651819 | 360,000 compounds, 0.3% hits | purified chaperonin ATPase assay, HTRF ADP detection, 30 min | activity change, % (test concentration not listed), hits read low; in the data active = activity change below about -30%; also: % is scaled to controls: 0 for no effect and ±100 for the full control effect
#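 Nucleotide hydrolysis assay: TRiC at 20–40 nM final (set by batch activity) with 10 uM ATP, 30 min at 37 °C, in presence of 76 uM compound. Detection by competitive ADP HTRF, 30 min ambient.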
# pAkt inh: Akt phosphorylation inhibition. activity change, % for hits at 50 µM. Neuro2A IGF-stimulated pAkt S473 HTRF, 20 min; active compounds read low. 360,000 compounds, 0.32% hits; in the data active = activity change below about -80%; inconclusive = mostly about -51% to -80%; also: % is scaled to controls: 0 for no effect and ±100 for the full control effect
#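 Neuro2A cells (4,500/well, DMEM with 0.5% FBS) were treated with compound at a single 50 µM final concentration, stimulated with 6 nM IGF for 20 min at 37 °C, and lysed. Phospho-Akt Ser473 was read by HTRF as 665/615 ratio ×10^4.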
# A549 viability: kills or reduces viability of A549 cells in Nrf2 counter-screen. Potency, µM (titrated, usually from 46 µM), for the others: top-dose activity change, negative = cytotoxicity, actives largely listed as inhibitors. AID 504648. 390,000 compounds, 0.16% hits. A549 ARE-Fluc cells, CellTiter-Fluor viability, 18-24 h; also: potency is read from the fitted curve at half-maximal effect; % is scaled to controls: 0 for no effect and ±100 for the full control effect
#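 A549 ARE-Fluc cells in 5% FBS OPTI-MEM, 5000 cells/well, rested 2 h then exposed to compounds in concentration-response for 18-24 h at 37 °C. Viability by CellTiter-Fluor fluorescence (Ex 405/Em 525) after 30 min; luciferase luminescence (BugLite, 15 min, RT) read afterwards.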
# Nrf2 inh: inhibitors of Nrf2 signaling | Potency, µM (highest dose often 46 µM), inactives show top-dose activity change, negative = inhibition, usual class: inhibitors | AID 504444 | 360,000 compounds, 2.1% hits | A549 ARE-Fluc reporter, luciferase luminescence, 18-24 h; also: potency is read from the fitted curve at half-maximal effect; % is scaled to controls: 0 for no effect and ±100 for the full control effect; nearly all actives have a fitted effect of over 60% in size
#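 Two sequential reads on A549 ARE_Fluc cells exposed to compound for 18-24 h: a CellTiter-Fluor fluorescence read for viability, then a luciferase luminescence read for Nrf2/ARE activity.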
# Abeta rescue: compounds reversing amyloid beta toxicity in yeast; yeast expressing A-beta42, growth rescue, OD600, 48 h; response scale: 0% DMSO, 100% iron-clioquinol control; Potency, µM (doses to about 46.1 µM), for inactives: at the top dose growth rescue, usual class: activators; 410,000 compounds, 0.063% hits; AID 1347071; also: potency is read from the fitted curve at half-maximal effect; nearly all actives have a fitted effect of over 55% in size
#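 Yeast A-beta toxicity model in growth medium with pinned compounds, 48 h at 30 C; growth read as absorbance at 600 nm. Normalized to FeCl3/clioquinol equimolar mix (positive) and DMSO (negative).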
# TGFb SMAD3 inh: blocks TGF-b signaling. Potency, µM (top dose mostly 46.1 µM), for inactives: at the highest dose activity, negative = inhibition, hits mostly inhibitors. 410,000 compounds, 1.2% hits. HepG2 CAGA-GFP TGF-b/SMAD3 reporter, GFP fluorescence, 18 h; TGF-beta stimulated, 500 pg/mL final; also: potency is read from the fitted curve at half-maximal effect; % is scaled to controls: 0 for no effect and ±100 for the full control effect; nearly all actives have a fitted effect of over 65% in size
#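 Inhibition of TGF-beta-driven CAGA-GFP reporter expression in HEPG2 cells is measured by cellular GFP fluorescence after 18 h stimulation with 500 pg/mL recombinant TGF-beta in 1% FBS medium at 37 degrees C.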
# Nrf2 activator: activates Nrf2 signaling; AREc32 ARE-luciferase reporter (MCF7-derived line), luminescence, 24 h; Potency, µM (series often up to 46.1 µM), for the others: at the highest dose activation, hits mostly activators; 410,000 compounds, 0.31% hits; AID 624171; also: potency is read from the fitted curve at half-maximal effect; % of control where 0% means no effect; nearly all actives have a fitted effect of over 65% in size
#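 AREc32_Fluc, 1000 cells/well, OPTI-MEM + 5% FBS, o/n 37 deg C 5% CO2; 23 nL cpd by pin tool, 24 hr; Steady-Glo 30 min RT, luminescence.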
# Mm-Cpn inhibitor: blocks the Methanococcus maripaludis chaperonin Mm-Cpn. Potency, µM (doses to about 76.9 µM), for inactives: at the highest dose activity, negative = inhibition, actives largely listed as inhibitors. 330,000 compounds, 0.031% hits. purified Mm-Cpn ATPase, ADP Transcreener TR-FRET; also: potency is read from the fitted curve at half-maximal effect; % is scaled to controls: 0 for no effect and ±100 for the full control effect; nearly all actives have a fitted effect of over 80% in size
#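 ATPase turnover read by TR-FRET ADP competition (Eu cryptate antibody/ADP-d2, 665/590 nm): 10uM ATP final, 25nM Mm-CPN final, 30 min 37degC after 10-min compound preincubation, pH 7.4 Tris/KCl/MgCl2/DTT buffer.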
# HepG2 viability: counter-screen for TGF-b inhibitors: cytotoxicity in HepG2 cells; HepG2 CAGA-GFP viability, ATP luminescence, 18 h; Potency, µM (titrated, usually from 46.1 µM), for inactives: top-dose activity change, negative = cytotoxicity, actives largely listed as cytotoxic; 410,000 compounds, 0.76% hits; also: potency is read from the fitted curve at half-maximal effect; some results filed as inactive show a strong effect at the top dose
#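 CellTiter-Glo luminescence gave cytotoxicity after 18 hours at 37 degrees C. The cells were HepG2 CAGA-GFP in 1% FBS DMEM, stimulated with 500 pg/mL TGF-beta after compound addition. %Activity was normalised to no-cell wells (complete cell-killing) and DMSO (no toxicity), and curves were fitted and classified.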
# The depositor's hits bear a star; i = inactive; ? = inconclusive; . = no result given; [ ] = another dose, or the depositor's remark. Unless noted, calls follow the shape of the dose curve; as a rule, active = well fitted curve in the direction sought with a large enough effect; inconclusive = small, poorly fitted or top-dose-only effect, or another doubt; inactive = no such curve, though single readings can be large; an effect the other way counts as inactive or inconclusive. Compounds as they come (roughly 4.3% active in at least one column).
SMILES,CCT chaperon mod,pAkt inh,A549 viability,Nrf2 inh,Abeta rescue,TGFb SMAD3 inh,Nrf2 activator,Mm-Cpn inhibitor,HepG2 viability
CC1(C)Cc2c(sc3nc4n(c(=O)c23)CCC4)CO1,-1.1,i,-1%,28%,5%,-22%,0.0%,-2%,0%
CCCCN(C(=O)CSCc1c(C)noc1C)c1c(N)n(CCCC)c(=O)[nH]c1=O,-5.5,i,-4%,10%,-3%,-16%,-0.3%,0%,1%
CCc1ccc(NC(=O)C2CCN(C(=O)N3CCOc4ccccc43)CC2)cc1,-1.5,i,0%,1%,?,-13%,1.0%,0%,-33%
Cc1ccc(N2C(=O)[C@@H]3[C@H](C2=O)C2CCCN2[C@@H]3C(=O)c2ccccc2)cc1 (some centres undefined),1.8,i,1%,10%,-13%,?,?,1%,-62%
CC(C)Oc1ccc(CCC(=O)N/N=C/c2ccc3c(c2)OCO3)cc1,-1.2,i,-3%,-11%,-2%,0%,-0.6%,-1%,1%
COc1ccc(C)cc1NC(=O)Cn1c(=O)cc(C)c2c(C)nn(C)c21,.,.,-3%,5.8µM*,-1%,.,-0.9%,.,-8%
COc1cc(NC(=O)c2c3c(nc4ccccc24)CCC3)cc(OC)c1,-0.6,i,-6%,-9%,-10%,-6%,0.5%,-1%,-22%
CCN1CCN(S(=O)(=O)c2ccc(Cl)c(C(=O)N(C)Cc3cccc(Cl)c3Cl)c2)CC1,0.4,i,0%,-23%,5%,?,3.6%,0%,-18%
O=C(COc1ccc2c(c1)CCC2)N1CCN(c2cccc(C(F)(F)F)c2)CC1,-3.4,i,-5%,15%,7%,?,-0.8%,0%,-34%
O=C(Cc1c(Cl)cccc1Cl)OCC(=O)N1CCOCC1,1.0,i,1%,3%,10%,7%,-0.2%,-1%,15%
CN=CC1=C(O)CC(C)(C)CC1=O,-7.8,i,-11%,.,-1%,19%,-0.4%,1%,4%
CCC(C)(C)NC(=O)Cc1ccc(C)cc1,0.4,i,-4%,4%,-1%,11%,-0.1%,1%,9%
CCC(=O)N1CCc2cc(S(=O)(=O)NC(C(=O)Nc3ccc(C(C)=O)cc3)C(C)C)ccc21 (centres undefined),.,.,4%,13%,-21%,?,4.8%,.,-15%
COc1ccc(P(=O)(COc2ccc([N+](=O)[O-])cc2)c2ccc(OC)cc2)cc1,-0.6,i,1%,8%,22%,1%,1.8%,1%,-20%
O=C(NC1CCCCC1)c1cc(C2CC2)on1,0.1,i,-4%,?,7%,4%,0.5%,2%,-15%
Cc1cc(C)cc(OCCCn2ccnc2)c1,-3.7,i,3%,1%,-8%,-25%,0.1%,1%,-7%
Cc1sc2nc3ccc(N4CCCC4)nn3c(=O)c2c1C,-0.5,i,-5%,17%,3%,?,5.6%,-2%,-5%
COc1cccc(CN2CCN(Cc3nc4c(s3)CCCC4)CC2CCO)c1 (centres undefined),-3.1,i,-6%,?,11%,?,-0.3%,2%,-9%
CC(=O)Nc1ccc(NC(=O)CSc2nnc(NC(=O)c3ccco3)s2)cc1,-1.4,i,-1%,-18%,10%,-16%,-0.7%,0%,-21%
COc1ccc(C(=O)CCC(=O)Nc2ccc(OC)c(Cl)c2)cc1,.,.,-3%,.,-11%,0%,0.4%,.,-17%
Cc1oc2ccc(O)c(CN3CCN(C)CC3)c2c1C(=O)Nc1ccc(C(C)C)cc1,.,.,10%,6%,-11%,-25%,11%,.,-25%
COc1cccc2sc(Nc3nc(-c4ccncc4)cs3)nc12,-0.6,i,?,-5%,0%,10%,4.6%,0%,8%
CC(=O)c1ccc(NC(=O)COCc2cc(-c3ccco3)on2)cc1,.,.,0%,?,-30%,-1%,9.9%,.,-8%
O=C(NC(=S)Nc1ccc(Cl)cn1)c1cc([N+](=O)[O-])ccc1N1CCOCC1,-3.1,i,14%,9%,2%,-5%,4.6%,-2%,-13%
Cc1ccc(C(=O)CSc2nc(C)cc(SCc3nnc(-c4ccccc4)o3)n2)cc1,-1.0,?,-13%,?,-2%,-4%,-0.5%,0%,-6%
COc1cc(C)c(C(=O)Oc2cc(C)c(C(=O)O)c(O)c2C)c(OC)c1C,-7.4,i,?,?,-55%[inhibitor],?,11%,.,-7%
COc1ccc2[nH]c(=O)c(C3c4cc(OC)c(OC)cc4CCN3C(=O)c3ccco3)cc2c1 (centres undefined),-1.6,i,-6%,-12%,5%,1%,-0.3%,-2%,0%
CC(C)(C#N)N([O-])C=C[N+](=O)C(C)(C)C#N,-1.3,.,7%,.,14%,-15%,0.0%,-2%,3%
CCCCN(CC)C(=O)c1nn(C)c2c1CSc1ccccc1-2,.,.,-2%,16%,-10%,-14%,2.9%,.,-22%
COc1cccc(CNS(=O)(=O)c2cnc(N)nc2)c1,.,.,-3%,.,-3%,-5%,0.5%,.,1%
CCC1CCCCN1C(=O)COC(=O)c1cc(Br)ccc1Cl (centres undefined),0.4,i,2%,4%,-2%,28%,9.8%,-2%,8%
CC1CN(S(=O)(=O)c2ccc3c(c2)NC(=O)CC(=O)N3)c2ccccc2O1 (centres undefined),.,.,8%,.,-8%,-1%,-1.1%,.,2%
COC(=O)C[C@H]1C[C@H]2c3cc(NC(=O)CC4CC4)ccc3O[C@H]2[C@H](CO)O1,1.0,i,.,.,-3%,16%,-0.5%,.,2%
O=C(O)c1ccc(COc2ccccc2C=C2C(=O)c3ccccc3C2=O)cc1,-1.8,i,-4%,19%,19%,12%,4.4%,1%,17%
Cc1ccc(Cl)cc1Nc1nn2c(=O)c3ccc(C(=O)Nc4ccc(F)cc4)cc3nc2s1,.,.,3%,14%,1%,-16%,-0.6%,.,2%
O=C(c1ccc(=O)[nH]c1)N1CCCc2ccccc21,-0.8,i,0%,15%,-6%,8%,0.2%,-1%,-8%
Cc1cc(C)c2nc(N3CCCC(C(=O)NC4CCCC4)C3)sc2c1 (centres undefined),0.5,i,-1%,?,?,2%,-0.2%,1%,-1%
O=C(NC1=NCCS1)c1ccc(F)c(S(=O)(=O)N2CCOCC2)c1,1.2,i,11%,-11%,-20%,-9%,0.5%,-1%,-24%
Nc1cccc(S(=O)(=O)NC2=NCCC2)c1,-1.4,i,1%,17%,2%,3%,-0.6%,0%,-2%
O=C(OCC(=O)N1CCN(C(=O)c2ccco2)CC1)c1ccc(Cl)cc1,1.8,i,1%,-7%,-9%,4%,-0.5%,0%,0%
Cc1ccc(NC(=S)NC(NC(=O)C(C)(C)C)C(Cl)(Cl)Cl)c(C)c1 (centres undefined),-3.6,i,15%,3%,10%,-17%,-0.6%,0%,-19%
O=C1c2ccsc2SCCN1Cc1ccccc1,-2.6,i,18%,-1%,0%,-17%,1.6%,-4%,-19%
CCc1ccc(NC(=O)CNS(=O)(=O)c2c(C)noc2C)cc1,0.3,i,4%,.,14%[9.22 µM],-6%,-0.7%,0%,-18%
C[C@H]1COC(=O)[C@@H](NC(=O)OCC2c3ccccc3-c3ccccc32)C/C=C\C[C@H](CC(=O)NCCO)C(=O)N1,-3.8,i,-1%,3%,3%,-28%,-0.7%,0%,4%
CN1/C(=C\C(=O)COC(=O)CN2C(=O)C3CC=CCC3C2=O)C(C)(C)c2ccccc21 (centres undefined),1.4,i,3%,2%,18%,-1%,-0.7%,-5%,-31%

# Random excerpt: three entries already listed.
SMILES,CCT chaperon mod,pAkt inh,A549 viability,Nrf2 inh,Abeta rescue,TGFb SMAD3 inh,Nrf2 activator,Mm-Cpn inhibitor,HepG2 viability
Cc1cc(C)c2nc(N3CCCC(C(=O)NC4CCCC4)C3)sc2c1 (centres undefined),0.5,i,-1%,?,?,2%,-0.2%,1%,-1%
Cc1ccc(Cl)cc1Nc1nn2c(=O)c3ccc(C(=O)Nc4ccc(F)cc4)cc3nc2s1,.,.,3%,14%,1%,-16%,-0.6%,.,2%
CCC1CCCCN1C(=O)COC(=O)c1cc(Br)ccc1Cl (centres undefined),0.4,i,2%,4%,-2%,28%,9.8%,-2%,8%

# More records follow:
SMILES,CCT chaperon mod,pAkt inh,A549 viability,Nrf2 inh,Abeta rescue,TGFb SMAD3 inh,Nrf2 activator,Mm-Cpn inhibitor,HepG2 viability
O=C(Cc1cccs1)N/N=C/C=C/c1ccccc1[N+](=O)[O-],0.4,i,3%,2%,-6%,-11%,9.2%,2%,-6%
O=C(CN1C2CCCC1CC(NC(=O)c1ccccc1)C2)Nc1ccccc1C(F)(F)F (centres undefined),-1.5,i,2%,-22%,-3%,-1%,4.0%,2%,-19%
Cn1nnnc1SCCNCc1ccccc1OCc1ccccc1,0.7,i,-2%,-1%,8%,?,-0.6%,-1%,-21%
CCOc1ccc(NC(=O)c2ccccc2NS(C)(=O)=O)cc1,-1.4,i,-2%,4%,16%,?,0.0%,2%,1%
CC1=CCC2C(=O)N(C(C)c3ccccc3)C(=O)C2C1 (centres undefined),-3.8,?,-8%,10%,16%,?,0.1%,0%,7%
COC(CN(C)C(=O)c1ccc2c(c1)NC(=O)c1ccccc1S2)OC,-1.3,i,-1%,2%,-10%,-4%,-0.9%,-4%,-9%
COC(=O)C1C=CC(OC2OC(COC(C)=O)C(OC(C)=O)C(OC(C)=O)C2OC(C)=O)n2c(=O)n(-c3ccccc3)c(=O)n21 (centres undefined),0.6,i,?,?,-30%[inhibitor],?,?,.,-86%
O=C(NCc1ccc(F)cc1)c1ccc(NC(=O)C2CCCO2)cc1 (centres undefined),0.1,i,3%,-21%,3%,7%,-0.3%,-2%,9%
